TRPC4 block – inhibitors of mouse TRPC4 channel, primary screen, Fluo4 calcium, HEK293 TRPC4beta/mu-opioid cells; Short transient receptor potential channel 4 (Mus musculus), Q9QUQ5; DAMGO-evoked Fluo4 calcium flux; stronger effect = lower value; B-score at 10 µM; 300,000 compounds, 0.39% hits; AID 2247, 2010;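 active = B-score over 3 SD under the library average, no early fluorescence shift, positive overall ratio signal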
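Assay system – HEK293 line stably carrying TRPC4beta and mu-opioid receptor · Doses – single dose · Detection – Fluo4 calcium-dye fluorescence, kinetic read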
RGS4 inh – RGS4 inhibitors, primary screen, cell-based, HEK293 M3R inducible RGS4, calcium flux | B-score at 10 µM | Fluo-4 calcium flux; stronger effect = higher value; triggered by carbachol at its EC20 | 310,000 compounds, 0.45% hits | Regulator of G-protein signaling 4 (Homo sapiens), P49798;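 active = B-score, a plate-corrected calcium signal, over three deviations above library mean, with baseline fluorescence within five deviations of library mean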;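 note: RGS4 expression induced by doxycycline in cells with stable M3 receptor; B-score is computed from the integrated fluorescence ratio over baseline after carbachol; higher B-score means a larger calcium signal and so more RGS4 inhibition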
Target sequence (P49798 whole entry, looked up): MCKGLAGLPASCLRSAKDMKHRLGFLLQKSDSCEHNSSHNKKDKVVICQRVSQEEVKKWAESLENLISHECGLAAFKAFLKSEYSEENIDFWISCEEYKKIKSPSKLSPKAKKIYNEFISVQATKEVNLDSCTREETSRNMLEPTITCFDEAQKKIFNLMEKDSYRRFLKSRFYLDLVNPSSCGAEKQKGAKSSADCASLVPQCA
TMEM16A act – TMEM16A chloride channel activators or potentiators, primary screen, cell-based, HTS; Anoctamin-1 (Mus musculus), Q8BHY3; 340,000 compounds, 0.3% hits; B-score at 10 µM; HEK293 TMEM16A/YFP-H148Q/I152L, iodide quench fluorescence; stronger effect = lower value;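 active = fluorescence-ratio B-score plate-corrected deviation score at least 3 library SD below zero, with starting fluorescence score within 5 deviations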;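 note: channel opened by trigger with iodide after compound preincubation; score built on the fluorescence ratio of max minus min over baseline; more negative score means more quench and so TMEM16A activation or potentiation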
TRPC6 activator – mouse TRPC6 channel activators, primary screen, cell-based, HEK293, membrane potential dye | Short transient receptor potential channel 6 (Mus musculus), Q61143 | HEK293-TRPC6 membrane potential dye fluorescence; stronger effect = higher value | B-score at 10 µM | 310,000 compounds, 0.13% hits | AID 2550, 2010;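 active = B-score of the integrated fluorescence ratio above library mean plus 3 SD, and starting fluorescence ratio within library mean plus 5 SD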;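 note: higher score means more depolarization so channel activation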
Target sequence (Q61143 whole entry, looked up): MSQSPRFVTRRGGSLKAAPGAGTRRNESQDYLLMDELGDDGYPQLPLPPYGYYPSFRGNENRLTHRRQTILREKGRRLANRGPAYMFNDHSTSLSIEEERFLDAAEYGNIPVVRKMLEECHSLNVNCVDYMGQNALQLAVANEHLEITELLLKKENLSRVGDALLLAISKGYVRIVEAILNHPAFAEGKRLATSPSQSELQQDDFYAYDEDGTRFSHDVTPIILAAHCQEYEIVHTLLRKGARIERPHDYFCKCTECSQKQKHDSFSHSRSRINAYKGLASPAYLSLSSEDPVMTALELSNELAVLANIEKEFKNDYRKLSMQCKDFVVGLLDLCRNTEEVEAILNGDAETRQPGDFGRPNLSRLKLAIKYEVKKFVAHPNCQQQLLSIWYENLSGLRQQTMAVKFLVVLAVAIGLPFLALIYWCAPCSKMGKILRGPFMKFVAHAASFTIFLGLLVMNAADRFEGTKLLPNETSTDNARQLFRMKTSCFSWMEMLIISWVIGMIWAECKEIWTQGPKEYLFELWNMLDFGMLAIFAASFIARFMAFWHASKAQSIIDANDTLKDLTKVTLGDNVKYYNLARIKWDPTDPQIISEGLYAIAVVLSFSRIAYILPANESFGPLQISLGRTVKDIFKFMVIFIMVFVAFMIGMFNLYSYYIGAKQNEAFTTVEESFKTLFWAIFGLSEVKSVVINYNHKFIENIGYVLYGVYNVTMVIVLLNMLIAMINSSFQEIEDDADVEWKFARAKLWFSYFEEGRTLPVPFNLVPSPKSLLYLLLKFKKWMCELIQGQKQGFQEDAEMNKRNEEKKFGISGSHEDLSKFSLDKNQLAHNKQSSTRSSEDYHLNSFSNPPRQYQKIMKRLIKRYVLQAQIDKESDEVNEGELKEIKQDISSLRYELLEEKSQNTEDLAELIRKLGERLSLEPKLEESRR
MrgX1 antag – antagonists of human MrgX1 receptor, primary screen, HEK293 cells, Fluo-4 calcium flux; Mas-related G-protein coupled receptor member X1 (Homo sapiens), Q96LB2; BAM8-22 antagonism; stronger effect = lower value; B-score at 10 µM; 310,000 compounds, 1.3% hits; AID 588676, 2011;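 active = calcium-response B-score plate-corrected more than 3 library SD below zero, starting fluorescence within 5 deviations, no agonist response on first addition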;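 note: peak minus trough fluorescence over baseline after final BAM8-22 challenge near maximal dose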
MrgX1 agonist – agonists of human MrgX1 receptor, primary screen, HEK293 cells, Fluo-4 calcium flux; B-score at 10 µM; 310,000 compounds, 0.44% hits; Fluo-4 calcium fluorescence, agonist mode; stronger effect = higher value; AID 588627, 2011; Mas-related G-protein coupled receptor member X1 (Homo sapiens), Q96LB2;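 active = calcium response B-score plate-corrected fluorescence ratio at least 3 library SD, with starting fluorescence B-score inside 5 SD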
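Material – MrgX1-expressing HEK293 cells · Input – 15,000 cells seeded per well · Dosing – compound as first of three additions · Times – overnight seeding, then 1 h dark dye loading · Measured by – kinetic Fluo-4 NW fluorescence of intracellular calcium · Read-out – B-scored fluorescence response ratio · Benchmarks – positive and negative control wells on each plate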
TRPC4 PAM – positive allosteric modulators of TRPC4, primary screen, cell-based, mouse TRPC4beta, HEK293 mu-opioid, Fluo-4 calcium | 310,000 compounds, 0.42% hits | Short transient receptor potential channel 4 (Mus musculus), Q9QUQ5 | AID 2227, 2009 | DAMGO EC20, Fluo-4 Ca2+ flux; stronger effect = higher value | B-score at 10 µM;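 active = B-score of calcium response area above 5 SD of library B-scores, with initial fluorescence ratio within 5 SD of library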;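 note: B-score of integrated fluorescence ratio over time as area under calcium response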
TMEM16A inh – TMEM16A chloride channel inhibitors, primary screen, cell-based, HTS. Anoctamin-1 (Mus musculus), Q8BHY3. HEK293 TMEM16A/YFP iodide influx fluorescence, ionomycin. normalized B-score (activity score, 25-100; higher = stronger inhibition) at 10 µM. 310,000 compounds, 1.2% hits. AID 588511, 2011;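 active = ratio plate-corrected score three or more library SD toward inhibition, starting fluorescence score within five deviations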;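 note: score derived from kinetic fluorescence span divided by baseline fluorescence per well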
TRPC4 agonist – activators of mouse TRPC4 channel, primary screen, Fluo4 calcium, HEK293 TRPC4beta/mu-opioid cells. Short transient receptor potential channel 4 (Mus musculus), Q9QUQ5. Fluo4 calcium fluorescence; stronger effect = higher value. B-score at 10 µM. 310,000 compounds, 0.49% hits;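 active = B-score above 5 SD of library B-scores, and initial fluorescence ratio not above library mean plus 5 SD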;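 note: positive B-score marks a calcium rise read as TRPC4 activation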
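Assay system: HEK293 cells stably co-expressing mouse TRPC4beta and mu-opioid receptor / Timing: Fluo4 dye loading 45 min at room temperature, 110 s recording / Signal: Fluo4 calcium-sensitive dye fluorescence, kinetic, 1 Hz baseline / Read-out: integrated baseline-normalised fluorescence ratio, converted to per-well B score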
MrgX1 allo act – positive allosteric modulators of MrgX1, primary screen, HEK293 cells, Fluo-4 calcium flux | FDSS; stronger effect = higher value | Mas-related G-protein coupled receptor member X1 (Homo sapiens), Q96LB2 | B-score at 10 µM | 310,000 compounds, 0.63% hits | AID 588675, 2011;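 active = plate-corrected calcium response at least 3 library SD above typical, normal starting fluorescence, not activating the receptor alone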;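 note: compound read alongside a low EC10 to EC30 dose of BAM8-22 agonist; peak minus trough fluorescence over baseline measured at the second addition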
TRPC6 inhibitor – mouse TRPC6 channel inhibitors, primary screen, cell-based, HEK293, membrane potential dye | ACh-evoked depolarization; stronger effect = lower value | 310,000 compounds, 1.1% hits | AID 2553, 2010 | Short transient receptor potential channel 6 (Mus musculus), Q61143 | B-score at 10 µM;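 active = B-score under library mean minus 3 SD, initial fluorescence not abnormally high, positive integrated signal ratio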;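 note: B-score derived from integrated fluorescence ratio over the kinetic read; more negative B-score means stronger inhibition of depolarization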
Active calls of the source: *; i = inactive; nt = no result given. Hits appear at their usual frequency; any-hit rate near 5.8%.

SMILES	TRPC4 block	RGS4 inh	TMEM16A act	TRPC6 activator	MrgX1 antag	MrgX1 agonist	TRPC4 PAM	TMEM16A inh	TRPC4 agonist	MrgX1 allo act	TRPC6 inhibitor
CC(NC(=O)C(=O)NCCN1CCN(C(=O)c2ccc([N+](=O)[O-])cc2)CC1)c1ccccc1 (stereo not given)	i	i	i	i	i	i	i	i	i	i	i
COc1ccc(-c2n[nH]c(=S)n2Cc2ccccc2)cc1OC	i	i	i	i	i	i	i	i	i	i	i
COc1ccc(OCC(=O)N2c3ccc(C)cc3C3CN(C)CCC32)cc1 (stereo not given)	i	i	i	i	i	i	i	i	i	i	i
O=C1CN(C(=O)COC(=O)c2ccccc2NCc2ccco2)c2ccccc2N1	i	i	i	i	i	i	i	i	i	i	i
O=C(CSc1nc(-c2ccncc2)nn1CC(=O)N1CCCCC1)NC1CCCC1	i	i	i	i	i	i	i	i	i	i	i
CCOc1ccc(CN(C)C(=O)CNC(=O)C2CCCCC2)cc1	i	i	i	i	i	i	i	i	i	i	i
O=C(O)c1ccn2c(C(=O)c3ccccc3)c(-c3ccccc3)cc2c1	i	i	i	i	i	i	i	i	i	i	i
COC(=O)/C(C#N)=C(/Nc1ccc(F)c(Cl)c1)C(F)(F)F	i	i	i	i	i	i	i	i	i	i	i
COc1cccc(CN2CCNC(=O)C2CC(=O)NCCCN2CCCC2=O)c1 (stereo not given)	i	i	i	i	i	i	i	i	i	i	i
CN(CC(=O)Nc1ccc(Cl)c(Cl)c1)Cc1nnc(-c2ccc(F)cc2)o1	i	i	i	i	i	i	i	i	i	i	i
Cc1ccc(CSCCNS(C)(=O)=O)cc1	i	i	i	i	i	i	i	i	i	i	i
COc1ccc(C(=O)c2c(-c3ccsc3)oc3ccc(-c4ccc(OC)cc4)cc23)cc1	i	i	nt	i	i	i	i	i	i	i	i
O=C(Nc1ccc(F)cc1)c1cccnc1N1CCCCC1	i	i	i	i	i	i	i	i	i	i	i
CCOC(=O)c1cc2c(=O)n3ccccc3nc2n(C(C)C)c1=NC(=O)c1c(-c2c(F)cccc2Cl)noc1C	i	i	i	i	i	i	i	i	i	i	i
C/C(=N\Nc1ccc(C(F)(F)F)cc1[N+](=O)[O-])C1CC1	i	i	i	i	i	i	i	i	i	i	i
O=C(NCCCN1CCOCC1)c1cc(-c2ccccc2F)no1	i	i	i	i	i	i	i	i	i	i	i
COc1ccc(C2=CSC3=NCCN23)cc1Br	i	i	i	i	i	i	i	i	i	i	-5.22*
Cc1ccc(C(=O)Nc2ccccc2N2CCCCC2)o1	i	i	i	i	i	i	i	i	i	i	i
CCc1ccc(-c2csc3ncn(CC(=O)NCc4ccco4)c(=O)c23)cc1	i	i	i	i	i	i	i	i	i	i	i
Cc1ccc(OC(C)C(=O)N2CC(=O)Nc3ccccc32)c(C)c1 (stereo not given)	i	i	i	i	i	i	i	i	i	i	i
COc1ccccc1NC(=S)N(CCN(C)C)C(C)c1ccncc1 (stereo not given)	i	i	i	i	i	i	i	i	i	i	i
N#CNC(N)=Nc1cccc(Cl)c1	i	i	i	i	i	i	i	i	i	i	i
CC(C)(C)OC(=O)N[C@@H](Cc1ccccc1)C(=O)N[C@@H](CO)[C@H](O)[C@@H]1C[C@@H]1C(=O)N1CCCC1	i	i	i	i	i	i	i	i	i	i	i
Cc1ccc(-n2c(=S)sc3c(=O)n(-c4ccccc4C)c(SCC(=O)O)nc32)cc1C	i	i	i	i	i	i	i	i	i	i	i
Cc1ccc(CNC(=O)C2(c3cccs3)CCOCC2)cc1	i	i	i	i	i	i	i	i	i	i	i
COc1ccc(C(CCN)Cc2ccccc2)cc1 (stereo not given)	i	i	i	i	i	i	i	i	i	i	i
N#C/C(=C/c1cn(-c2ccccc2)nc1-c1cccc(OCc2ccccc2)c1)C(=O)NCCCn1ccnc1	i	i	i	i	i	i	i	i	i	i	i
O=C(NCc1ccccc1)C1CCCN(S(=O)(=O)c2ccc(F)cc2)C1 (stereo not given)	i	i	i	i	i	i	i	i	i	i	i
CC(=O)c1sc(NC(=O)C2CCN(C(=O)c3ccccc3C)CC2)nc1-c1ccccc1	i	i	i	i	i	i	i	i	i	i	i
CN(C)c1cccc(C(=O)Nc2cccc(S(=O)(=O)NC3=NCCC3)c2)c1	i	i	i	i	i	i	i	i	i	i	i
COc1ccc(S(=O)(=O)N2CCN(C)CC2)c2ccccc12	i	i	i	i	i	i	i	i	i	i	i
CCOC(=O)c1c(-c2ccc(C)o2)csc1NC(=O)CSc1nnc(C)s1	i	i	i	i	i	i	i	i	i	i	i
CN(C)S(=O)(=O)N1CCC(Oc2cccc(C(=O)N3CCSCC3)c2)CC1	i	i	i	i	i	i	i	i	i	i	i
O=c1oc2c3c4c(cc2c(C(F)(F)F)c1CCN1CCOCC1)CCCN4CCC3	i	i	i	i	i	i	i	i	i	i	i
COc1ccc(OC)c(NC(=O)c2ccc(CN(c3cc(Cl)ccc3C)S(=O)(=O)c3ccccc3)cc2)c1	i	i	i	i	i	i	i	i	i	i	i
Nc1ccccc1C(=O)Nc1nccs1	i	i	i	i	i	i	i	i	i	i	i
COC(=O)C(C)Oc1cc(OC(C)C(=O)OC)c2c(-c3ccccc3)cc(=O)oc2c1 (stereo not given)	i	i	i	i	i	i	i	i	i	i	i
CCN(C(=O)CSc1nnc(NC2CCCCC2)s1)C1CCS(=O)(=O)C1 (stereo not given)	i	i	i	i	i	i	i	i	i	i	i
O=C(c1ccc(CS(=O)(=O)c2ccc(Br)cc2)o1)N1CCN(c2ncccn2)CC1	i	i	i	i	i	i	i	i	i	i	i
CCCC(=O)Nc1ccc2oc(-c3ccncc3)nc2c1	i	i	i	i	i	i	i	i	i	i	i
Cc1nnc(SCC(=O)Nc2ncc3c(n2)CCCC3=O)s1	i	i	i	i	i	i	i	i	i	i	i
CCN(C(=O)c1cn(C)c(=O)c2ccccc12)c1ccccc1F	i	i	i	i	i	i	i	i	i	i	i
CCOc1ccc(S(=O)(=O)NCc2ccc(OC)cc2)c2cccnc12	i	i	i	i	i	i	i	i	i	i	i
O=C(COc1ccccc1)N1CCN(S(=O)(=O)c2ccc(Br)cc2)CC1	i	i	i	i	i	i	i	i	i	i	i
Cc1cc(NC(=O)c2n[nH]c(=O)c3ccccc23)ccc1Br	i	i	nt	i	i	i	i	i	i	i	i
O=C(c1ccc(CS(=O)(=O)Cc2ccc(Cl)cc2)o1)N1CCCC1	i	i	i	i	i	i	i	i	i	i	i
CCOC(=O)C1CCCN(C(=O)c2cc(=O)c3ccccc3o2)C1 (stereo not given)	i	i	i	i	i	i	i	i	i	i	i
S=C(Nc1ccc(Nc2ccccc2)cc1)NC1CCCCCC1	i	i	i	i	i	i	i	i	i	i	i
N#Cc1ccc(C(=O)Nc2nnc(-c3ccccn3)o2)cc1	i	i	i	i	i	i	i	i	i	i	i
Cc1ccc(N2CC(C(=O)Nc3ccc(S(=O)(=O)NCC4CCCO4)cc3)CC2=O)cc1C (stereo not given)	i	i	i	i	i	i	i	i	i	i	i
CC(C)(C)c1ccc(C(=O)NCC(=O)N2CCCC2)cc1	i	i	i	i	i	i	i	i	i	i	i
O=C(NC1CCCCC1)NC1(C(=O)NCCCN2CCOCC2)CCCCC1	i	i	i	i	i	i	i	i	i	i	i
CC(=O)Nc1cccc(/C(C)=N/NC(=O)c2ccccc2Cl)c1	i	i	i	i	i	i	i	i	i	i	i
Cc1ccccc1-n1nnnc1SCC(=O)N(C)C1CCS(=O)(=O)C1 (stereo not given)	i	i	i	i	i	i	i	i	i	i	i
COc1cccc(-c2ccc(C#N)c(SCC(=O)NCCc3ccc(Cl)cc3)n2)c1	i	i	i	i	i	i	i	i	i	i	i
COc1ccccc1N1CCN(Cc2nc(N)nc(Nc3ccccc3)n2)CC1	i	i	i	i	i	i	i	i	i	i	i
Cc1nc(SCC(=O)Nc2nnc(C(C)C)s2)n[nH]1	i	i	i	i	i	i	i	i	i	i	i
O=C(NCCCN1CCOCC1)C1CCC(=O)N1CCc1ccccc1 (stereo not given)	i	i	i	i	i	i	i	i	i	i	i
CC(=O)C1=C(NC(=O)c2ccc(C(F)(F)F)cc2)C[C@@H]2[C@H]1C2(C)C	i	i	i	i	i	i	i	i	i	i	i
COC(=O)c1sccc1NC(=O)Nc1cc(C)ccc1OC	i	i	i	i	i	i	i	i	i	i	i

(continued)
SMILES	TRPC4 block	RGS4 inh	TMEM16A act	TRPC6 activator	MrgX1 antag	MrgX1 agonist	TRPC4 PAM	TMEM16A inh	TRPC4 agonist	MrgX1 allo act	TRPC6 inhibitor
CCCS(=O)(=O)N1CCCC(C(=O)NCC2CCCO2)C1 (stereo not given)	i	i	i	i	i	i	i	i	i	i	i
COc1ccc(C(=O)NCc2ccccn2)cc1	i	i	i	i	i	i	i	i	i	i	i
Cc1cccc(Cn2c(NCC(C)O)nc3c2c(=O)n(C)c(=O)n3C)c1 (stereo not given)	i	i	i	i	i	i	i	i	i	i	i
C/C(=N\NC(N)=O)C1CC(Cc2ccccc2)C(=O)O1 (stereo not given)	i	i	i	i	i	i	i	i	i	i	i
C=CCn1c(COc2ccccc2)nnc1SCC(=O)NCC(=O)OCC	i	i	i	i	i	i	i	i	i	i	i
CCCCCCCOC(=O)c1nc(Cl)c(Cl)c(N)c1Cl	i	i	i	i	i	i	i	i	i	i	i
O=C(Oc1ccccc1N1C(=O)CCC1=O)c1ccco1	i	i	i	i	i	i	i	i	i	i	i
